NSD2 inh – NSD2 histone methyltransferase inhibitors, primary screen, biochemical, AlphaScreen, single concentration, set 2; Histone-lysine N-methyltransferase NSD2 (Homo sapiens), O96028; NSD2 peptide methylation, 120 min; inhibition, % at 12.5 µM; actives 0.54% (n = 310,000); in the data active = inhibition above about 50%
Target sequence (O96028 whole entry, looked up): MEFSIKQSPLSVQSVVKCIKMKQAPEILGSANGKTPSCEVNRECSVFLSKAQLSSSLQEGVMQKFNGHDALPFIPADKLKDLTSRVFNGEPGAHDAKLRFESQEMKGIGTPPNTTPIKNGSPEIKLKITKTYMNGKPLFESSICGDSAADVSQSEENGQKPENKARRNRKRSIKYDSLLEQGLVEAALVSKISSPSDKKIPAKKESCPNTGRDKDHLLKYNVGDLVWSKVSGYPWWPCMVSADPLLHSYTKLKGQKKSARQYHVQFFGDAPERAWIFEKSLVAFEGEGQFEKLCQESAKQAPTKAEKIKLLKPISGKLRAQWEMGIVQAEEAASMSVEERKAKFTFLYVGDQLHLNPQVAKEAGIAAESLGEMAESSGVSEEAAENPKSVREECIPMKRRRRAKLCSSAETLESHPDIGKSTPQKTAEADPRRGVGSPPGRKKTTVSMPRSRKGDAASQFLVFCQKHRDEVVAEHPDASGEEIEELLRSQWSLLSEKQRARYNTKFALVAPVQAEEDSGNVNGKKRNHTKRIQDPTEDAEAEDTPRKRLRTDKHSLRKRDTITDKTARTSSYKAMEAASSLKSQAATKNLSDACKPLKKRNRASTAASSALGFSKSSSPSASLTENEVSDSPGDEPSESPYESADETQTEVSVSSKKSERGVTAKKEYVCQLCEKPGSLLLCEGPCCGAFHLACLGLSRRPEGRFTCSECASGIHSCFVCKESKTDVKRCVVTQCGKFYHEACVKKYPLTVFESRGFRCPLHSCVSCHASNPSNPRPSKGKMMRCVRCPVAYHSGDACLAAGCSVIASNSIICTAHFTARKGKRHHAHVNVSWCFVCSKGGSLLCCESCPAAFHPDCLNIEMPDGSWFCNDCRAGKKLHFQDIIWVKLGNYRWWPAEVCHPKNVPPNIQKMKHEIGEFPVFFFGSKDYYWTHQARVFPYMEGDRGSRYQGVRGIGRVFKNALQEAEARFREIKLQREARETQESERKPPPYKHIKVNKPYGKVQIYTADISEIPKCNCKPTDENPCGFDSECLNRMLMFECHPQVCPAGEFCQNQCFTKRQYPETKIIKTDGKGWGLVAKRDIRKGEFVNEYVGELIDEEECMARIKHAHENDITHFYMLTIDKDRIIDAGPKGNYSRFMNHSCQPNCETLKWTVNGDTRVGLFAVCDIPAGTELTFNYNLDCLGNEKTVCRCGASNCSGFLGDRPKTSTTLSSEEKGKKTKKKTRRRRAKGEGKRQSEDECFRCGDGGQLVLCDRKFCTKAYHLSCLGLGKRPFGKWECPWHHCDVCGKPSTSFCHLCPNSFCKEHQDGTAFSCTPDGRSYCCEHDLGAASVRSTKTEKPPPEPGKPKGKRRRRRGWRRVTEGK
* marks the source's active call; other numbers are inactive results. These rows are one share of the data. The share of hits here may be higher or lower than overall.

SMILES	NSD2 inh
Cc1ccc(F)cc1C(=O)N1CCCC(c2cc(C(=O)NCc3ccc(F)cc3)no2)C1 (stereo unspecified)	1
Cc1ccc(OCCCN2CCC(C(O)(c3ccccc3)c3ccccc3)CC2)cc1	2
CC(C)(C)c1ccc(C(=O)N2CCC2(C)C(=O)NCCC#N)cc1 (stereo unspecified)	0
COc1ccc(OC)c(CN2CCN(C(=O)c3cc(S(=O)(=O)N4CCOCC4)ccc3C)CC2)c1	2
COc1ccccc1OCc1cc(C(=O)N(C)CCC2CCOCC2)no1	-1
O=C(NCc1cccc(C(F)(F)F)c1)c1ccc2sc(C3=C[C@@H](O)[C@@H](O)[C@@H](CO)O3)nc2c1	4
COc1ccc(N2CCN(CCNS(=O)(=O)c3cccs3)CC2)cc1	2
CCOc1ccc(NC(=S)NS(=O)(=O)c2cc(Br)ccc2OCC)cc1	0
Cn1c(Oc2ccncc2)nc2cc(-c3ccsc3)sc2c1=O	-2
CN(C(=O)COC(=O)CSc1ccccc1)c1c(N)n(Cc2ccccc2)c(=O)[nH]c1=O	0
O=C(Nc1ccccc1)c1cc(C2CCCCN2C(=O)OCc2ccccc2)on1 (stereo unspecified)	-4
O=C(NC1CC1)c1ccc2nc([C@H]3C[C@H](O)[C@@H](CO)O3)[nH]c2c1	0
COc1ncccc1-c1cc2nc(NCCNC(C)=O)n(C)c(=O)c2s1	2
COCC(O)Cn1ccnc1[N+](=O)[O-] (stereo unspecified)	0
CCC(Sc1nc2ccccc2c2nc3ccccc3n12)C(=O)NCc1ccco1 (stereo unspecified)	-1
Cc1ccc(C2NC(=S)N3C(c4ccc(C)cc4)NC(=S)N23)cc1 (stereo unspecified)	-1
O=C(Cc1ccccc1F)Nc1cc(S(=O)(=O)N2CCCCC2)ccc1N1CCOCC1	-2
CCOC(=O)C1(C)CCN1C(=O)c1ccccc1OC(F)(F)F (stereo unspecified)	-1
OC(c1ccc(CN2CCCCC2)cc1)c1ncc(-c2ccccc2F)[nH]1 (stereo unspecified)	6
COc1ccc(C(CC(=O)c2ccc3c(c2)OCO3)C(=O)O)cc1OC (stereo unspecified)	-8
CCCNC(=O)C1(C)CCN(C(=O)c2ccc(OC(F)F)cc2)C1 (stereo unspecified)	-2
CCOC(=O)C1(C)CCCCCN1C(=O)c1ccc(C(F)(F)F)nc1C (stereo unspecified)	-2
COc1ccc(OC)c(NC(=O)Nc2ccc3[nH]ccc3c2)c1	-2
CCCCc1ccc(S(=O)(=O)NC(=O)C2(C)CCN2C(=O)C/C=C/c2ccccc2)cc1 (stereo unspecified)	12
O=C(NCC1CCCO1)C(c1ccc(F)cc1)N(CCCN1CCOCC1)C(=O)c1ccc(-c2ccccc2)[nH]1 (stereo unspecified)	15
Cc1cccc(S(=O)(=O)NC(=O)C2(C)CCN2C(=O)Cc2ccccc2)c1 (stereo unspecified)	7
CCc1ccc(/C=C2\SC(=S)N(CCC(=O)NC3=NCCS3)C2=O)cc1	4
Nc1nonc1-n1nnc(C(=O)N/N=C/c2ccccc2Cl)c1CSc1ccccc1	-3
COc1ccc(Oc2c(-c3cccs3)cnn(-c3ccc(C)cc3)c2=O)cc1	-2
COc1cccc([C@@H](NC(=O)C(F)(F)F)[C@@H]2CCCC=C2c2ccccc2)c1	-3
CCOC(=O)C1(C)CCCN1C(=O)c1sccc1C (stereo unspecified)	-4
Cc1nn(C)cc1CNC(=O)C1C2CCC(C2)C1C(=O)O (stereo unspecified)	-2
CC(=O)Nc1ccc(S(=O)(=O)c2ccnc3cc(Cl)ccc23)cc1	0
CC1(Cc2ccccc2OC(F)(F)F)C(=O)Nc2ccc(OC(F)(F)F)cc21 (stereo unspecified)	-3
CCOC(=O)N1CCN(C2=C(NS(=O)(=O)c3ccc(Br)cc3)C(=O)c3ccccc3C2=O)CC1	27
COC(=O)c1c(NC(=O)c2ccc(S(=O)(=O)N3CC(C)OC(C)C3)cc2)sc2c1CCN(C)C2 (stereo unspecified)	0
CCCCOCCCNC(=O)C[C@@H]1C[C@@]2(C(=O)OC)CC(C)(C)CC=C2N(Cc2ccccc2)C1=O	0
Cc1ccc(-n2[nH]c(C)c(/C=N/NC(=O)c3cccc([N+](=O)[O-])c3)c2=O)cc1C	-1
CC1CCCN(C(=O)c2cccc(S(=O)(=O)NCc3ccccc3)c2)C1 (stereo unspecified)	-2
Cc1cccc(NC(=O)COC(=O)c2nn(-c3ccccc3C(F)(F)F)cc2O)c1C	-1
O=C(COC(=O)c1cn(-c2ccccc2)nc1-c1ccccc1)c1ccc([N+](=O)[O-])cc1	-3
CCCCC(=O)N(C)c1c(CC)nc2c(OCc3ccc(Cl)cc3Cl)cccn12	-1
COc1ccc(CCNC(=S)NC(=O)c2cccc(Cl)c2)cc1OC	0
COc1ccc(C(C)(NC(C)=O)c2nc(-c3cccc(C#N)c3)cs2)cc1 (stereo unspecified)	-2
O=C1CN(C(=O)COc2cccc(F)c2)c2ccccc2N1	0
c1cnc2c(-c3cccc4nccn34)cccc2c1	0
CC(C)(C)OC(=O)N1CCC[C@H]1c1nnc(SCc2ccccc2)o1	-1
Oc1ccccc1-c1cnc2cccnn12	-1
CCNC(=O)C1CCCN(C(=O)c2cccc(Cl)c2)CC1 (stereo unspecified)	-2
Cc1ccc(-n2c(SCC(=O)c3ccc4ccccc4c3)nnc2-c2cccnc2)cc1	3
COC(CNC(=O)[C@H](Cc1c[nH]c2ccccc12)NC1(C(=O)NC2CCCCC2)CCCCC1)OC	0
CC(=O)NC(c1ccccc1)c1nc(-c2cccc(F)c2)cs1 (stereo unspecified)	1
CCOC(=O)c1c(/N=C/C2=C(O)CC(C)(C)CC2=O)sc2c1CCCC2	1
CCCS(=O)(=O)NC(=O)C1(C)CCN(C(=O)c2cc(C)oc2C)C1 (stereo unspecified)	0
COc1ccc(Br)c(C(=O)OCC(=O)NC2CCCCCCC2)c1	-3
CCOCCCNC(=O)C1CCN(S(=O)(=O)c2cc3c(cc2Br)CCN3C(=O)CC)CC1	-3
OCCN1CCN(c2ncnc3c2ncn3[C@H]2CN(Cc3ccc(F)cc3)C[C@@H](CO)O2)CC1	-2
CCOc1ccc(-n2c(SCC(=O)Nc3ccc(S(=O)(=O)Nc4nccs4)cc3)nnc2-c2ccc(C(C)(C)C)cc2)cc1	-3
O=C(NCC1CCCCC1)c1csc([C@@H]2O[C@H](CO)[C@H](O)[C@H](O)[C@H]2O)n1	0
CCn1cc(C(=O)NCCc2ccc(C)cc2)c(=O)c2cc(S(=O)(=O)N(C)C)ccc21	-3

Next part.
SMILES	NSD2 inh
CSc1ccc(/C=C(\NC(=O)c2ccc(C)cc2)C(=O)NN)cc1	2
COCCNc1nc(NCCOc2ccccc2)c2sc(-c3ccccc3)cc2n1	1
CCCCS(=O)(=O)N1CCCc2nc(-c3ccccc3)ccc21	0
Cc1ccc(CNC(=O)CSc2nc(=O)n3ccc(C)cc3n2)cc1	3
COc1ccc(S(=O)(=O)N2CCCC(C(=O)N3CCN(Cc4ccccc4)CC3)C2)cc1Cl (stereo unspecified)	2
COc1ccc2c(CN3CCN(Cc4ccccc4)CC3)cc(=O)oc2c1	0
CC(=O)NCc1ccc(S(=O)(=O)NC2CCN(Cc3ccccc3)CC2)cc1	-1
COc1ccccc1N/C(N)=N/c1nc(CSc2nc3ccccc3s2)cc(=O)[nH]1	0
CC(=O)Nc1ccc(CNc2nc(NCCN(C)C)nc3cc(-c4ccccc4)sc23)cc1	2
Cc1ccc(NC2=NC(c3ccco3)n3c(nc(C)cc3=O)N2)c(C)c1 (stereo unspecified)	-2
CN(C)C(=O)c1cccc(-c2cnc3c(NC=O)cc(-c4ccccc4N(C)C)cn23)c1	-3
CCCS(=O)(=O)NC(=O)C1(C)CCCN(C(=O)c2ccc(SC(F)(F)F)cc2)C1 (stereo unspecified)	2
COc1cc(Cn2c3ccc(NC(=O)CCc4ccc(O)cc4)cc3c(=O)n2C)ccc1F	-4
O=C(Nc1nc(-c2ccc([N+](=O)[O-])cc2)cs1)C1=COCCO1	7
Cc1ccc(NC(=O)NNC(=O)CCn2nc(C)c([N+](=O)[O-])c2C)cc1C	0
COc1ccc(NC(=S)N(CCN2CCOCC2)Cc2cc3cc4c(cc3[nH]c2=O)OCO4)cc1	2
Cc1noc(NS(=O)(=O)c2ccc(NC(=O)C(F)(F)C(F)(F)C(F)(F)F)cc2)c1C	-3
Cn1nc(-c2ccc(Cl)cc2)cc1NC(=O)CC(C)(C)CC(=O)O	0
O=C(COC(=O)c1ccccc1SCC(=O)N1CCCC1)NCc1ccc(F)cc1	-2
CC#CCOCC1CN(C)C(=O)O1 (stereo unspecified)	-2

5 entries from above, with bars between the fields:
SMILES | NSD2 inh
CC(=O)Nc1ccc(CNc2nc(NCCN(C)C)nc3cc(-c4ccccc4)sc23)cc1 | 2
Cc1ccc(NC2=NC(c3ccco3)n3c(nc(C)cc3=O)N2)c(C)c1 (stereo unspecified) | -2
CN(C)C(=O)c1cccc(-c2cnc3c(NC=O)cc(-c4ccccc4N(C)C)cn23)c1 | -3
CCCS(=O)(=O)NC(=O)C1(C)CCCN(C(=O)c2ccc(SC(F)(F)F)cc2)C1 (stereo unspecified) | 2
COc1cc(Cn2c3ccc(NC(=O)CCc4ccc(O)cc4)cc3c(=O)n2C)ccc1F | -4

Later entries:
SMILES	NSD2 inh
COCCCNC(=O)[C@@H](Cc1ccccc1)NC(=O)[C@H]1O[C@@H](n2ccc(=O)[nH]c2=O)[C@H](O)[C@@H]1O	-2
CC(=O)NC(c1ccccc1)c1nc(-c2cccc(C(F)(F)F)c2)cs1 (stereo unspecified)	-1
COc1ccc(C=C2CCC3C(CCCC34OCCO4)C2=O)cc1 (stereo unspecified)	1
COc1ccccc1CNC(=O)COC(=O)CCN1C(=O)C2CC=CCC2C1=O (stereo unspecified)	-4
CC(=O)Nc1ccc(Nc2ncnc3ccccc23)cc1	1
CN(C)CCCN(C(=O)c1ccc(S(=O)(=O)N2CCCCCC2)cc1)c1nc2cc3c(cc2s1)OCO3	9
CC(=O)Nc1ccc(CNc2nc3cc(-c4cccc(C(F)(F)F)c4)sc3c(=O)n2C)cc1	-2
Cc1n[nH]c2ccc([N+](=O)[O-])cc2c1=O	0
CC(=O)Nc1ccc(C(=O)N2CCCCC2c2cc(C(=O)Nc3ccccc3Cl)no2)cc1 (stereo unspecified)	-1
COc1ccc2c(c1)C(NC(=O)C(F)(F)F)CC21CCCCC1 (stereo unspecified)	-2
C[C@@H]1CN([C@@H](C)COC(=O)C(C)(C)C)C(=O)c2cc(NC(=O)Nc3ccccc3)ccc2O[C@@H](C)CCCCO[C@H]1CN(C)S(=O)(=O)c1ccc(F)cc1	-1
CN(C)CCCNc1nc2cc(-c3cnn(Cc4ccccc4)c3)sc2c(=O)n1C	13
O=C(C(=O)N1CCC(CNS(=O)(=O)c2cc(C(F)(F)F)cc(C(F)(F)F)c2)CC1)c1cc2ccccc2o1	0
CCOc1ccccc1C(=O)Nc1ccc2nc(C)[nH]c(=O)c2c1	4
CC(=O)c1ccc(OCc2cc(C(=O)N(C)CC3COc4ccccc4O3)no2)cc1 (stereo unspecified)	-2
O=C(Nc1ccc2c(c1)OCO2)c1cc(C2CCCN(C(=O)CCc3ccccc3)C2)on1 (stereo unspecified)	-1
CN(Cc1ccccc1)N=Nc1ccccc1	-7
COc1cc(CN2CCN(c3cc(C)ccc3C)CC2)cc([N+](=O)[O-])c1O	10
CCN(C(=O)c1ccc(NC(=O)C2CCCCC2C(=O)O)cc1)c1ccccc1 (stereo unspecified)	-4
O=C(NCc1cccc(C(F)(F)F)c1)c1ccc2nc([C@@H]3O[C@H](CO)[C@@H](O)[C@H]3O)[nH]c2c1	-2
FC(F)C(F)(F)c1cc(-c2ccc(Cl)cc2)n[nH]1	4
CCc1nc2c(OCC(=O)C(C)(C)C)cccn2c1N(C=O)CC(=O)N(C)C	3
Cc1ccccc1C(NC(=O)C1CCN(Cc2ccc(Oc3ccccc3)cc2)CC1)c1ccsc1 (stereo unspecified)	25
Cc1cccc(C)c1NC(=O)Nc1nnc([C@@H]2C[C@H](O)[C@@H](CO)O2)s1	-1
O=C1NC(=O)C2(CCCc3ccc(N(CCO)CCO)cc32)N1 (stereo unspecified)	0
CCc1nc2ccc(C(=O)N3CCN(C(=O)c4ccco4)CC3)cn2c1N(CC)CCOC	-1
Cc1ccc(S(=O)(=O)N2C(=S)SCC2(C)C)cc1	-7
COC(=O)[C@]12C[C@H](CC(=O)N3CCC(c4ccccc4)CC3)C(=O)N(Cc3ccc4c(c3)OCO4)C1=C[C@H](COCc1ccccc1)O[C@@H]2C	-2
Cc1nc2c(OCc3ccc(OC(F)F)cc3)cccn2c1N(C)C(=O)CCC1CCCC1	2
O=C(CC1CCCC1)NNC(=O)c1ccccc1O	-2
Cc1ccc(S(=O)(=O)N2CCN(c3nc(CN4CCOCC4)nc4sc(C)c(C)c34)CC2)c(C)c1	8
CN(c1ccccc1C(=O)Nc1ccc2ccccc2c1)S(C)(=O)=O	-1
CC(=NNC(=O)CSc1nnc(-c2ccccc2)n1-c1ccccc1)c1cccc([N+](=O)[O-])c1	1
Cn1nc(C2CC2)cc1NC(=O)C1(C)CCN1C(=O)c1ccccc1CCc1ccccc1 (stereo unspecified)	4
Cc1cc(Cl)ccc1OCc1nc(-c2ccncc2)no1	-2

Among those listed so far, these contain a nitro group on carbon.
SMILES	NSD2 inh
COCC(O)Cn1ccnc1[N+](=O)[O-] (stereo unspecified)	0
Cc1ccc(-n2[nH]c(C)c(/C=N/NC(=O)c3cccc([N+](=O)[O-])c3)c2=O)cc1C	-1
O=C(COC(=O)c1cn(-c2ccccc2)nc1-c1ccccc1)c1ccc([N+](=O)[O-])cc1	-3
O=C(Nc1nc(-c2ccc([N+](=O)[O-])cc2)cs1)C1=COCCO1	7
Cc1ccc(NC(=O)NNC(=O)CCn2nc(C)c([N+](=O)[O-])c2C)cc1C	0
Cc1n[nH]c2ccc([N+](=O)[O-])cc2c1=O	0
COc1cc(CN2CCN(c3cc(C)ccc3C)CC2)cc([N+](=O)[O-])c1O	10
CC(=NNC(=O)CSc1nnc(-c2ccccc2)n1-c1ccccc1)c1cccc([N+](=O)[O-])c1	1

Compound activity deposited in PubChem by Broad Institute.
